Mdm2-MdmX inh = inhibitors of human Mdm2/MdmX interaction. O15151+Q00987. SaOS-2 split-luciferase Mdm2/MdmX complementation, luminescence. inhibition, % at 8 µM. 330,000 tested, 3% active. AID 485346;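 active = inhibition of at least 50% at 8 µM in the primary screen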
Target sequence (O15151 whole entry, looked up): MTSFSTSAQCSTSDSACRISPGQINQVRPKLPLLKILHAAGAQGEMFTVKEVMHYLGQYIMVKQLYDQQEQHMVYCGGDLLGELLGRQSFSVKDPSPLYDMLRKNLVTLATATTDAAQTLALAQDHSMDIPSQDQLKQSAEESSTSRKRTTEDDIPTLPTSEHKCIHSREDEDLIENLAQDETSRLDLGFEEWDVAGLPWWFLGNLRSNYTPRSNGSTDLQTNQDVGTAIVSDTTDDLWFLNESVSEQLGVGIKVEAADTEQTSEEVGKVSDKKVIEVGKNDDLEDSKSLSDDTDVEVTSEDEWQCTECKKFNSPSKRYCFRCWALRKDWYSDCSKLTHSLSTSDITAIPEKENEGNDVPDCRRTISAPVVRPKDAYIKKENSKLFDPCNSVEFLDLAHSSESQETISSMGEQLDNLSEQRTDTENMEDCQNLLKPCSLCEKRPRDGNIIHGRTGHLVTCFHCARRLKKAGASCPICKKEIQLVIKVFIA
Target sequence (Q00987 whole entry, looked up): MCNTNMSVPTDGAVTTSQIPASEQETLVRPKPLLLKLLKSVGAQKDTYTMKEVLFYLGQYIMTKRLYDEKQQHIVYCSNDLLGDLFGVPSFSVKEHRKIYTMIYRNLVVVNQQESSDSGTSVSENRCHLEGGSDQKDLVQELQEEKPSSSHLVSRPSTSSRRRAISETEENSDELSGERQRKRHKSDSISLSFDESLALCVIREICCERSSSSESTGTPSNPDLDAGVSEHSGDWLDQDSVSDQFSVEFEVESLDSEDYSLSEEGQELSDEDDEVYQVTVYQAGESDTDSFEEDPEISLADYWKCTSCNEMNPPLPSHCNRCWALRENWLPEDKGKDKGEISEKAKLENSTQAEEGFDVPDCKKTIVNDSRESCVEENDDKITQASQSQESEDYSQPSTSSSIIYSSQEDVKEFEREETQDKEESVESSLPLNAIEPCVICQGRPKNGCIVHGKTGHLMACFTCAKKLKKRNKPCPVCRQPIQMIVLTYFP
XBP1 UPR activ = adaptive UPR (XBP1) activation | CHO-XBP1 luciferase reporter, IRE1-XBP1 UPR activation, luminescence; percent of tunicamycin response, DMSO as zero | activation, % at 20 µM | 330,000 tested, 0.33% active;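 active = versus positive control, 20 µM dose yields 30% or more activation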;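 also: 100% = tunicamycin at 10 µg/mL and 0% = DMSO only wells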
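Material – CHO cell line with stable XBP1 luciferase reporter · Buffer or medium – F12 plus 10% FBS · Compound – single point, 20 µM final compound, 1% DMSO · Schedule – 16-18 h cell attachment at 37 °C, then 6 h compound exposure · Signal – Steady-Glo luminescence read · Benchmarks – high control tunicamycin 10 µg/mL final, low control DMSO vehicle only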
tim23-1 inh = inhibits growth of tim23-1 mutant yeast; inhibition, % at 20 µM; S. cerevisiae tim23-1 growth, BacTiter-Glo luminescence, 24 h; 330,000 tested, 1.3% active;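 active = growth inhibition of the mutant yeast at or above 50%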;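 also: temperature-sensitive mutant grown at 25 °C; plate controls were DMSO-treated mutant yeast for no effect and medium wells lacking yeast for full effect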
Jurkat NFkB inh = lowers PMA/ionomycin-induced NF-kB signal in Jurkat cells. AID 435003. PMA/ionomycin-induced NF-kB luciferase reporter, luminescence. inhibition, % at 4 µM. 330,000 tested, 0.53% active; in the data active = inhibition above about 50%
APJ antag = antagonists of human APJ apelin receptor. CHO-K1 APJ beta-arrestin complementation, luminescence. 330,000 tested, 0.32% active. AID 2521. inhibition, % at 20 µM. P35414;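 active = inhibition above about 40% at 20 µM, limit read from the data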;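 also: cells challenged with 10 nM apelin-13 agonist together with compound; plate controls were apelin-13 plus DMSO wells for no effect and DMSO wells lacking apelin-13 for full effect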
CHOP UPR activ = apoptotic UPR (CHOP) activation; CHO-CHOP luciferase reporter, luminescence; percent of tunicamycin response over DMSO baseline; activation, % at 10 µM; 330,000 tested, 0.34% active;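 active = at 10 µM dose, activation of 40% or more, normalized to positive control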;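 also: 100% = tunicamycin at 10 µg/mL and 0% = DMSO alone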
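Test system: CHO CHOP reporter cells. Input: 500 CHO-CHOP cells per well. Medium: F12 with 10% FBS. Technique: luciferase luminescence. Measure: percent activation relative to tunicamycin control. Dosing: 10 µM compound, 0.5% DMSO. Timing: 16-18 h cell attachment, then 6 h compound exposure, 37 °C.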
697 NFkB inh = lowers PMA/ionomycin-induced NF-kB signal in 697 B cells | 330,000 tested, 0.33% active | 697 B-cell NF-kB luciferase reporter, 16 h | inhibition, % at 4 µM | AID 435022; in the data active = inhibition above about 35%
APJ ag = APJ receptor agonism; P35414; CHO-K1 APJ PathHunter beta-arrestin, luminescence; 0% DMSO wells, 100% apelin; activation, % at 20 µM; 330,000 tested, 0.11% active; AID 2520;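 active = activation more than six SD over the plate average, tested at 20 µM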;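 also: 0% = DMSO alone and 100% = apelin-13 at 10 nM; some results filed as inactive read as strong as hits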
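Material: engineered CHO-K1 APJ arrestin reporter cells; amount: 1000 CHO-K1 reporter cells seeded per well; incubation: compound stimulation 90 min at 25 °C, detection 60 min; signal: luminescent beta-gal fragment complementation, chemiluminescent substrate; read-out basis: APJ agonist activity; controls: DMSO-only wells as negative, 10 nM Apelin-13 as positive control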
Active calls of the source: *.

1	Cc1cc(CN2C(=O)c3ccccc3C2=O)no1
2	O=C(OCC1CCNCC1)c1ccc2c(c1)OCO2
3	CCOC(=O)N1CCN(C(=O)c2n[nH]c(=O)c3ccccc23)CC1
4	Cc1ccc(NC(=O)Cc2cccs2)cc1Cl
5	O=C(NN1C(=O)c2ccccc2C1=O)c1ccccc1[N+](=O)[O-]
6	Cc1ccc(S(=O)(=O)N(C)c2ccc(C(=O)Nc3cccnc3)cc2)cc1
7	CCOC(=O)CC1=CC(=O)Nc2ccccc2N1
8	O=C(CN1c2ccccc2S(=O)(=O)c2ccccc21)NCc1ccc(F)cc1
Compound	1	2	3	4	5	6	7	8
Mdm2-MdmX inh	21	-15	-2	2	1	19	15	-2
XBP1 UPR activ	0	-3	-3	-4	5	-3	3	-2
tim23-1 inh	0	5	10	36	13	14	9	-1
Jurkat NFkB inh	14	-2	-5	-12	-4	2	-23	-7
APJ antag	-9	19	0	8	2	-1	9	-10
CHOP UPR activ	3.4	2.4	1.3	4.8	0.4	0.3	-2.5	1.3
697 NFkB inh	9	0	4	-6	-6	5	9	-42
APJ ag	2	4	-7	-1	-1	-1	-3	-2

9	Cc1ccc(S(=O)(=O)N2CCC(=O)N(C(COCc3ccc(C(F)(F)F)cc3)Cc3ccccc3)CC2)cc1 (centres undefined)
10	CCN(C(=O)COC(=O)c1ccc2ccccc2c1)c1c(N)n(Cc2ccccc2)c(=O)[nH]c1=O
11	CCn1nc(CC(C)C)cc1C(=O)N1CCCC(Nc2ccc(OC)cc2)C1 (centres undefined)
12	Cc1cc(C)c(C(=O)CSC2=NC(N)=C(C#N)C3(CCCCC3)C2C(N)=O)cc1C (centres undefined)
13	CCOC(=O)C1=C(C)N(CCCC(=O)O)C(=O)NC1c1cc2ccccc2c2ccccc12 (centres undefined)
14	COc1cc(/C=C/C(=O)Nc2ccc3nc4n(c(=O)c3c2)CCCC4)cc(OC)c1OC
15	CCOC(=O)C1=C(COC(=O)Cc2ccc(Br)cc2)NC(=O)NC1C (centres undefined)
16	Cc1cccc(CNC(=O)c2ccccc2N)c1
Compound	9	10	11	12	13	14	15	16
Mdm2-MdmX inh	23	7	13	11	8	43	6	-39
XBP1 UPR activ	-3	-1	-1	3	2	10	5	3
tim23-1 inh	12	3	10	21	1	-36	17	29
Jurkat NFkB inh	-6	-1	7	-9	12	2	-21	3
APJ antag	12	4	-1	10	-77	-2	-4	-7
CHOP UPR activ	2.7	-0.6	0.9	-0.7	2.2	-0.1	1.0	0.5
697 NFkB inh	13	11	-7	2	22	-18	-38	-13
APJ ag	-6	-2	-3	-1	8	0	8	-4

17	CCCCCCNC(=O)CCCCCNS(=O)(=O)c1ccc(Br)cc1
18	N#CCSc1ncnc2c1cnn2CCO
19	COc1cccc(C(=O)CSc2nnnn2C)c1
20	Cc1cc(C)c(C)c(S(=O)(=O)NCC(=O)Nc2ccc(F)cc2)c1C
21	Cc1nc(NS(=O)(=O)c2cccs2)c2c3c(sc2n1)CCC3
22	CC(C)Cc1nnc(NC(=O)CCC(=O)Nc2ccc(Cl)cc2)s1
23	CCOC(=O)c1cnc2ccccc2c1Nc1cc(C(=O)O)ccc1C
24	CC(=O)N1CCc2cc(Br)cc(S(=O)(=O)NCCCN3CCC(C)CC3)c21
Compound	17	18	19	20	21	22	23	24
Mdm2-MdmX inh	0	29	-12	-7	2	10	13	-10
XBP1 UPR activ	-1	2	1	-3	1	-4	0	0
tim23-1 inh	4	5	22	22	43	7	19	15
Jurkat NFkB inh	1	17	4	-1	-5	7	-2	7
APJ antag	-7	6	19	-7	-10	-13	13	23
CHOP UPR activ	-0.6	-2.3	0.4	0.1	-2.3	-0.6	-0.3	0.1
697 NFkB inh	24	27	3	-2	8	-3	12	-20
APJ ag	-1	-3	3	-2	0	-3	-3	1

25	Cc1c(CN2CCC(CO)(CCOc3ccccc3)CC2)c(=O)n(-c2ccccc2)n1C
26	CN1CCN(c2nc(-c3ccccc3)nc(-c3ccccc3)c2C#N)CC1
27	CC1=C(C(N)=O)C(c2ccccn2)n2nc(SCc3ccccc3Cl)nc2N1 (centres undefined)
28	COc1ccc(CN(CC(=O)NCC2CCCO2)C(=O)CCC(=O)Nc2nccs2)cc1 (centres undefined)
29	COc1ccc(OC)c(N(CC(=O)NC2CCCCCC2)S(=O)(=O)c2ccc(C)cc2)c1
30	CCCSc1nnc(Sc2nnnn2-c2ccccc2)s1
31	Cc1ccc(Nc2nc(-c3c(C)nc4ncccn34)cs2)cc1
32	COc1ccc(S(=O)(=O)NC2CCCC2)cc1Cl
Compound	25	26	27	28	29	30	31	32
Mdm2-MdmX inh	-6	28	-30	-31	-11	66*	74*	9
XBP1 UPR activ	-3	1	-2	-1	0	14	10	-6
tim23-1 inh	6	25	7	2	37	39	35	22
Jurkat NFkB inh	-5	14	-15	0	2	87*	68*	-8
APJ antag	-1	14	-22	-5	-31	-7	5	9
CHOP UPR activ	0.1	1.2	0.4	0.0	2.3	7.2	1.4	-0.6
697 NFkB inh	-4	6	-34	-5	18	-30	20	8
APJ ag	-2	-3	8	0	-7	-3	-6	-4

33	CC1CCN(c2ccccc2NC(=O)c2ccc(C#N)cc2F)CC1
34	CN1C(=O)C(O)(CC(=O)c2cccnc2)c2ccccc21 (centres undefined)
35	CN(Cc1ccccc1)C(=O)COc1ccccc1Cl
36	COc1cc(CNc2ccc(C)c(C)c2)cc(OC)c1OC
37	c1cnc2ccc(C(c3nnnn3C3CCCC3)N3CCSCC3)cc2c1 (centres undefined)
38	COc1ccc2c(c1OC)C(=O)N(c1ccc(O)cc1)C2
39	CC(=O)N1CCc2cc(S(=O)(=O)CCC(=O)N3CCN(c4ccccc4F)CC3)ccc21
40	O=C(Nc1ccc(F)c(Cl)c1)C1CCCC1
Compound	33	34	35	36	37	38	39	40
Mdm2-MdmX inh	19	0	9	41	15	-4	-30	2
XBP1 UPR activ	3	0	4	0	-2	3	-5	0
tim23-1 inh	13	7	11	10	-7	6	11	33
Jurkat NFkB inh	4	-8	12	29	-7	-42	5	12
APJ antag	4	3	0	1	-19	-6	6	2
CHOP UPR activ	-0.3	-0.4	1.8	-1.0	-1.0	4.5	-0.3	-0.4
697 NFkB inh	3	-5	6	-43	-4	-44	-8	8
APJ ag	-1	-2	0	-2	-2	-1	6	-2

Nine structures out of the list, sorted by molar mass, highest first.
39	CC(=O)N1CCc2cc(S(=O)(=O)CCC(=O)N3CCN(c4ccccc4F)CC3)ccc21
37	c1cnc2ccc(C(c3nnnn3C3CCCC3)N3CCSCC3)cc2c1 (centres undefined)
33	CC1CCN(c2ccccc2NC(=O)c2ccc(C#N)cc2F)CC1
30	CCCSc1nnc(Sc2nnnn2-c2ccccc2)s1
31	Cc1ccc(Nc2nc(-c3c(C)nc4ncccn34)cs2)cc1
35	CN(Cc1ccccc1)C(=O)COc1ccccc1Cl
38	COc1ccc2c(c1OC)C(=O)N(c1ccc(O)cc1)C2
34	CN1C(=O)C(O)(CC(=O)c2cccnc2)c2ccccc21 (centres undefined)
40	O=C(Nc1ccc(F)c(Cl)c1)C1CCCC1
Compound	39	37	33	30	31	35	38	34	40
Mdm2-MdmX inh	-30	15	19	66*	74*	9	-4	0	2
XBP1 UPR activ	-5	-2	3	14	10	4	3	0	0
tim23-1 inh	11	-7	13	39	35	11	6	7	33
Jurkat NFkB inh	5	-7	4	87*	68*	12	-42	-8	12
APJ antag	6	-19	4	-7	5	0	-6	3	2
CHOP UPR activ	-0.3	-1.0	-0.3	7.2	1.4	1.8	4.5	-0.4	-0.4
697 NFkB inh	-8	-4	3	-30	20	6	-44	-5	8
APJ ag	6	-2	-1	-3	-6	0	-1	-2	-2

(listing goes on)
41	COc1ccc(S(=O)(=O)N2CCOC2CNC(=O)C(=O)NCCCn2ccnc2)cc1OC (centres undefined)
42	CCOC(=O)N1CCN(C(=O)c2cc3c(=O)n4cccc(C)c4nc3s2)CC1
43	CCOC(=O)CN1N=C(c2ccc(C)cc2)CCC1=O
44	COc1ccccc1C(=O)N1CCN(Cc2c[nH]c3ccccc23)CC1
45	COCc1cc(CN(C)C(=O)C2CCC(=O)N(Cc3cccc(OC)c3)C2)[nH]n1 (centres undefined)
46	COc1cccc(NC(=O)Cn2c(=O)n(C)c(=O)c3sc4c(c32)COC(C)(C)C4)c1
47	CC(C)c1ccccc1OCC(O)CN1CCN(S(=O)(=O)c2ccc([N+](=O)[O-])cc2)CC1 (centres undefined)
48	COc1ccc(NC(=O)c2ccc(S(=O)(=O)N3CC(C)OC(C)C3)cc2)cc1 (centres undefined)
Compound	41	42	43	44	45	46	47	48
Mdm2-MdmX inh	5	-3	-18	16	15	9	15	14
XBP1 UPR activ	-3	0	-3	-6	1	-2	-2	-3
tim23-1 inh	-7	14	4	1	-1	-5	39	2
Jurkat NFkB inh	-1	-14	-19	-2	-14	-10	35	-3
APJ antag	-1	11	-14	-6	-12	16	-43	1
CHOP UPR activ	2.2	-0.3	0.1	-0.3	-0.8	0.7	-0.7	1.8
697 NFkB inh	3	-4	19	-10	-15	13	6	18
APJ ag	3	-1	-2	1	-3	-6	1	-1

49	Cn1c2ccccc2c2cnn(CC(=O)Nc3ccccc3Br)c(=O)c21
50	O=S1(=O)CCC(NCC2CCCO2)C1 (centres undefined)
51	CC(C)CNC(=O)COC(=O)c1ccc(F)cc1Cl
52	Cc1ccccc1C(=O)OCC(=O)NCC1COc2ccccc2O1 (centres undefined)
53	Cc1ccc(CNC(=O)c2nn(C)c3c2CS(=O)(=O)c2ccccc2-3)cc1
54	COC(=O)C1=NN(c2ccc(OC)cc2)C2C(=O)N(c3ccccc3OC)C(=O)C12 (centres undefined)
55	COC(=O)c1nc2ccc(C)cn2c1F
56	CC(=O)NCCc1csc(-c2ccccc2)n1
Compound	49	50	51	52	53	54	55	56
Mdm2-MdmX inh	4	8	13	-16	3	5	-11	25
XBP1 UPR activ	1	2	0	0	-3	-4	3	-1
tim23-1 inh	1	-3	7	23	19	12	9	22
Jurkat NFkB inh	9	-3	4	-1	3	3	-19	-2
APJ antag	7	-4	2	13	-11	15	17	21
CHOP UPR activ	0.5	10	0.2	0.9	-1.0	0.7	5.6	2.7
697 NFkB inh	2	8	16	-8	18	-8	-14	-4
APJ ag	-3	2	-3	3	3	-1	-2	-3

57	O=C1c2ccccc2C(=O)N1CCc1csc(-c2ccccc2)n1
58	Cc1ccc(NC(=O)CSCC(=O)NNC(=O)c2nn(C)c(=O)c3ccccc23)cc1
59	COc1ccc(Cn2c(=S)[nH]c3cc(OC)c(OC)cc3c2=O)cc1
60	Cc1ccnn1CC(=O)N/N=C/c1ccc2c(c1)OCO2
61	CCOC(=O)c1cc(-c2ccccc2)n[nH]1
62	CCCN1CCC2(CC1)C(C#N)=C(N)Oc1c2sc2nc(C)cc(C)c12
63	COc1ccc(NC(=O)COc2nsnc2N2CCOCC2)cc1
Compound	57	58	59	60	61	62	63
Mdm2-MdmX inh	4	-3	17	-22	18	-2	21
XBP1 UPR activ	3	-1	20	1	0	1	1
tim23-1 inh	27	3	-24	4	13	10	-6
Jurkat NFkB inh	-3	11	-2	-8	8	-2	2
APJ antag	0	-4	-1	5	-24	-8	0
CHOP UPR activ	-0.4	0.1	6.8	7.7	2.5	-0.1	-0.3
697 NFkB inh	-9	9	18	1	16	-49	2
APJ ag	-4	-5	0	-1	-4	-2	-1
